KDM5B inh – KDM5B demethylase inhibition; actives 2.6% (n = 220,000); Q9UGL1; AID 1347165; Potency, µM (doses to about 57.7 µM), without a hit: at the top dose activity change, negative = inhibition, hits mostly inhibitors; KDM5B demethylase, FDH-coupled NADH fluorescence (FDH is formaldehyde dehydrogenase); active = well fitted inhibition curve with a large enough effect; inconclusive = small, poorly fitted or top-dose-only effect; inactive = no such curve, though single readings can be large or run the other way; note: 0% is about no effect; nearly all actives have a fitted effect of over 70% in size
Target sequence (Q9UGL1 whole entry, looked up): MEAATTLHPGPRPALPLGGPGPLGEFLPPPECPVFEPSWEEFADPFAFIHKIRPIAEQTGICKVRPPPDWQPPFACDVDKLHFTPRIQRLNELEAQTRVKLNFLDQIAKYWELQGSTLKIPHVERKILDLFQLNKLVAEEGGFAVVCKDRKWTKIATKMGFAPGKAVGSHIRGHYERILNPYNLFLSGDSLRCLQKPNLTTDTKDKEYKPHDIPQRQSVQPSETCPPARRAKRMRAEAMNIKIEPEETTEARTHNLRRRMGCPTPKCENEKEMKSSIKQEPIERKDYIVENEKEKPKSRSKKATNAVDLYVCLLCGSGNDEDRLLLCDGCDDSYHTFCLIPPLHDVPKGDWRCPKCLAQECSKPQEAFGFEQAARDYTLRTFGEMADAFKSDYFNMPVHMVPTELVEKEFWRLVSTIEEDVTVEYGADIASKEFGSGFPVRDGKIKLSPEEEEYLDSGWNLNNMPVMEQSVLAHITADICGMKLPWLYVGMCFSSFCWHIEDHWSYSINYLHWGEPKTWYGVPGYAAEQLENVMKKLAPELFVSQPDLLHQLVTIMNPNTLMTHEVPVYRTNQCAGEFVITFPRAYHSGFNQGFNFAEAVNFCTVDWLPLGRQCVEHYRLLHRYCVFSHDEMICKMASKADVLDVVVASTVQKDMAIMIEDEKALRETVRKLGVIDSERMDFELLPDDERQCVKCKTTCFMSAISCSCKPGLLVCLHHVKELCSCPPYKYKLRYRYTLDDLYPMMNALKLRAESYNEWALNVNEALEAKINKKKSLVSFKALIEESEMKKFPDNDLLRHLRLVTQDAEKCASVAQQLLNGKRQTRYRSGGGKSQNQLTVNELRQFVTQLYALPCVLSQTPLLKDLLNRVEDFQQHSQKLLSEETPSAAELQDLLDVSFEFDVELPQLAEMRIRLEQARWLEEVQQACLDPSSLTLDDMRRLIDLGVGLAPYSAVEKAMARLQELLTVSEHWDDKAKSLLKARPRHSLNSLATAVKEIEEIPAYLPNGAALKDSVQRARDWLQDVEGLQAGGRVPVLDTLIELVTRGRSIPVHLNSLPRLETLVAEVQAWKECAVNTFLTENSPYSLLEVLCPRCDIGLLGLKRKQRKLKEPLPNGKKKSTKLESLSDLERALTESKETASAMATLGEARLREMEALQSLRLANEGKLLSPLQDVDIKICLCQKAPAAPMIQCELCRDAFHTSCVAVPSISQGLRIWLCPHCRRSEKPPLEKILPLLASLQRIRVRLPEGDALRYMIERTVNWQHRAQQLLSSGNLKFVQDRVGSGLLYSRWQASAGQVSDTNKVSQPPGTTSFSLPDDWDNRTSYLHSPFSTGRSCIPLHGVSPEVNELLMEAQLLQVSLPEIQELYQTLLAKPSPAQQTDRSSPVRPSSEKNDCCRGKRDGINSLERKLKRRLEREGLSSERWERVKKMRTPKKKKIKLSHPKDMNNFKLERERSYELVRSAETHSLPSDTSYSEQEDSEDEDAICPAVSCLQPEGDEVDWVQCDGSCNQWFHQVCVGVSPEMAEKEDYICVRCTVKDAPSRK
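qHTS format, multiple compound concentrations. Buffer 50 mM HEPES pH 7.5/0.01% Tween-20; 200 nM KDM5BΔAP final; 10 min compound preincubation; substrate-mix levels 12.5 µM peptide, 25 µM α-KG, 0.25 mM NAD⁺; 30 min RT; ΔRFU.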
An asterisk follows results filed as active; ? = inconclusive; [ ] = remark or other dose. Potency is the fitted concentration of half-maximal effect. A portion of the library; the hit share may differ from the screen's.

| Structure | KDM5B inh |
| --- | --- |
| Cc1ccc(NS(=O)(=O)c2cc(-c3n[nH]c(=O)c4ccccc34)ccc2C)cc1 | -3% |
| Cc1cc(C)c(S(=O)(=O)NCc2csc(-c3ccccc3)n2)c(C)c1 | ? |
| O=C(COC(=O)c1cc(=O)[nH]c2ccccc12)c1cccc2ccccc12 | 19% |
| CCCSc1nnc2c(n1)OC(c1sccc1C)Nc1ccccc1-2 (stereo not drawn) | 33%[activator] |
| O=C1CCC2(CCN1CC1CC1)CCN(C(=O)c1ccc3c(c1)OCO3)CC2 | ? |
| O=C(Nc1ccccc1)c1cc(S(=O)(=O)N2CCOCC2)ccc1F | 5% |
| COc1ccc(NC(=O)C2CCCCN2S(=O)(=O)c2ccccc2)cc1S(=O)(=O)N1CCOCC1 (stereo not drawn) | -7% |
| CCc1ccc(C(=O)N2CCC([C@@H]3CNC[C@H]3CO)CC2)cc1 | 15% |
| O=C(CCn1nc(-c2ccc(Cl)cc2)c2ccccc2c1=O)Nc1ccc(Cl)cc1 | -16% |
| CS(=O)(=O)N1CCCN(C(=O)C2CCC2)CCNC(=O)CC1c1ccccc1 (stereo not drawn) | -11% |

Four entries from above, with values ahead of the structure:
KDM5B inh | molecule
19% | O=C(COC(=O)c1cc(=O)[nH]c2ccccc12)c1cccc2ccccc12
? | Cc1cc(C)c(S(=O)(=O)NCc2csc(-c3ccccc3)n2)c(C)c1
5% | O=C(Nc1ccccc1)c1cc(S(=O)(=O)N2CCOCC2)ccc1F
? | O=C1CCC2(CCN1CC1CC1)CCN(C(=O)c1ccc3c(c1)OCO3)CC2

(more compounds)
| Structure | KDM5B inh |
| --- | --- |
| COCCN1Cc2ccc(Nc3ccc(OC)cc3)nc2C(C)(C(=O)NCC2CC2)C1 (stereo not drawn) | -28%[86.2 µM] |
| COc1cccc(C(=O)N[C@@H]2CN(c3ncccn3)C[C@H]2CN(C)C)c1 | 32µM* |
| CC(=O)N[C@@H]1CN(C(=O)c2csc(-c3cccnc3)n2)C[C@H]1C(C)C | -13% |
| CCc1nc2c(c(-c3ccc(OC)cc3)n1)CCN([S+](=O)([O-])c1ccccc1)CC2 | 8%[115 µM] |
| CC(=O)N1Cc2ccccc2CC2(CCCN2Cc2ccccn2)C1 (stereo not drawn) | ? |
| O=c1[nH]c(C2CCN(Cc3cccc4ccccc34)CC2)nn1Cc1ccccc1 | -6% |
| Cc1ccc(C(O)CNC(=O)Nc2c(C)cccc2C)cc1 (stereo not drawn) | 11% |
| CCN(c1ncnc2c1cnn2-c1cccc(Cl)c1)C1CCCCC1 | -18% |
| COCc1nnc(NC(=O)C2CC(=O)N(c3ccc(F)cc3)C2)s1 (stereo not drawn) | -12% |
| CC1=C(C(=O)OCC(C)C)C(c2ccc(OCc3ccccc3)cc2)N2C(=O)CCSC2=N1 (stereo not drawn) | ? |

Remaining list, next part
| Structure | KDM5B inh |
| --- | --- |
| CCC(CC)C(=O)Nc1nnc(S(=O)(=O)N2CCc3ccccc32)s1 | 9% |
| CCOC(=O)C1=CN(CC(=O)NC(C)CCc2ccccc2)S(=O)(=O)N=C1C (stereo not drawn) | -15% |
| O=C(CN1C(=O)NC(c2ccc(Cl)cc2)C2=C1COC2=O)Nc1cc(F)ccc1F (stereo not drawn) | 11% |
| CCN1c2cc(C(=O)Nc3cccc(C)c3)ccc2C(=O)N2CCCC21 (stereo not drawn) | ? |
| Cc1ccc(CNCc2ccc(C(=O)O)cc2)s1 | 20% |
| COC(=O)c1ccc2c(c1)N(C)S(=O)(=O)c1cnc(SCC(=O)C(C)(C)C)nc1-2 | ? |
| O=C(C[C@@H]1O[C@H](CNC(=O)Nc2ccccc2)[C@@H](O)[C@H]1O)NC1CC1 | -30%[86.2 µM] |
| Cc1ccc(-c2cc(=O)c3cc(Cl)cc(Cl)c3o2)cc1 | 17% |
| COC(=O)[C@@H]1Cc2c([nH]c3ccccc23)[C@@H]2C[C@@H](NCCNC(C)=O)C[C@@H](c3cccc(Cl)c3)N12 | ? |
| O=C(Nc1ccccc1F)N1CC(c2nnc(-c3ccncc3)o2)C2(CCOCC2)C1 (stereo not drawn) | -12% |

Rewritten with the structure last: entries from further up
KDM5B inh	molecule
8%[115 µM]	CCc1nc2c(c(-c3ccc(OC)cc3)n1)CCN([S+](=O)([O-])c1ccccc1)CC2
?	CC(=O)N1Cc2ccccc2CC2(CCCN2Cc2ccccn2)C1 (stereo not drawn)
-6%	O=c1[nH]c(C2CCN(Cc3cccc4ccccc34)CC2)nn1Cc1ccccc1

More results.
| Structure | KDM5B inh |
| --- | --- |
| Cc1occc1C(=O)Nc1nc(CC(=O)Nc2ccc3c(c2)Cc2ccccc2-3)cs1 | -15% |
| Cc1ccc(-c2nnc(SCc3nc4ccccc4o3)n2C)cc1 | -8% |
| COc1ccc(NCc2cccn2-c2nnc(N3CCC(C)CC3)s2)c(OC)c1 | ? |
| CCCCc1nc2ccccc2n1CC(O)c1ccc(F)cc1 (stereo not drawn) | 5% |
| COCC(=O)NC1CCC12CCN(C(=O)CCC1CCCC1)CC2 (stereo not drawn) | 14% |
| COc1ccc(NC(=O)C(C)n2nc(-c3ccc(C)cc3)c3c(c2=O)CCCC3)cc1 (stereo not drawn) | -13% |
| Cc1ccc(C(=O)NC2CCCN(c3nc4ncccc4o3)C2)cc1 (stereo not drawn) | ? |
| COc1ccccc1CNC(=O)c1cc(Sc2cccc(Cl)c2)nc2ccccc12 | ? |
| CCOC(=O)C1(Cc2ccccc2Cl)CCN(Cc2cccnc2)CC1 | -4% |
| CC(C)COCCCNC(=O)c1cc(-c2ccncc2)nc2ccccc12 | -9% |

Other records follow.
| Structure | KDM5B inh |
| --- | --- |
| Cn1c(C=C(C#N)C#N)ccc1-c1cc(Cl)cc(Cl)c1 | 14% |
| Cc1cc(C)n(-c2nc3ccccc3nc2N2CCN(C(=O)c3ccc(F)cc3)CC2)n1 | -14% |
| Cc1oc(-c2nc(C#N)c(N(C)C)o2)cc1S(=O)(=O)N(C)c1ccccc1 | -12% |
| COc1ccc(/C=C/C(=O)Oc2ccc3ccccc3c2)cc1 | -7% |
| Cc1cn2nc(C(=O)N3CCC(NC(=O)COc4ccc(F)cc4)CC3)cc2c(=O)[nH]1 | ? |
| Cc1cc(N2CCOCC2)nc(Nc2ccc(NC(=O)Nc3cccc(Cl)c3)cc2)n1 | -23% |
| COc1ccc(CN2C(=O)[C@@H]3C[C@@H](CN3C(C)C)Oc3ccccc32)cc1 | -9%[86.2 µM] |
| COC(=O)C(Cc1ccccc1)NC(=O)CNC(=O)c1ccccc1OC (stereo not drawn) | 15% |
| CC(C)(C)c1ccc(-n2ncc3c2CCCC3NC(=O)CCn2cncn2)cc1 (stereo not drawn) | -11% |
| CC1CCC(C(C)C)C(OC(=O)CSC2=NCCS2)C1 (stereo not drawn) | 9% |

Later entries
| Structure | KDM5B inh |
| --- | --- |
| CCc1ccc(NC(=O)CSc2nnc3[nH]c(=O)cc(-c4ccccc4)n23)cc1 | ? |
| O=C(c1cnccn1)N1CCC(Cc2nc(C3CCOCC3)no2)CC1 | ? |
| COc1cccc(CN2CCCC3(C2)NC(=O)c2ccccc2O3)c1 (stereo not drawn) | 12%[86.2 µM] |
| CCOC(=O)c1cccc(NC(=O)CCc2c(C)nc3cc(-c4ccc(Cl)cc4)nn3c2C)c1 | -35% |
| CN1CCN(c2ccc(S(=O)(=O)N3CCOCC3)cc2NC(=O)COc2ccc(F)cc2Cl)CC1 | -17% |
| Cc1ccc(S(=O)(=O)Nc2nc3ccccc3nc2Nc2ccc(C)c(F)c2)cc1 | -7% |
| COC(=O)c1ccc(-n2c(/C=C/c3cc(OC)c(OC)c(OC)c3)nc3cc(Cl)ccc3c2=O)cc1 | 2% |
| CCc1cc(=O)n(CC(=O)NCc2cccc(OC)c2)c(N2CCOCC2)n1 | -2% |
| CC(C)c1ccc(NC(=O)CN2C(=O)c3ccccc3S2(=O)=O)cc1 | 1% |
| CCOc1ccccc1NC(=O)CC1CCCN(c2cnn(CC3CC3)c(=O)c2)C1 (stereo not drawn) | 27% |

Remaining list, next part.
| Structure | KDM5B inh |
| --- | --- |
| CC(C)(C)C(=O)C(Cc1ccc(C#N)cc1)C(=O)C(C)(C)C | -2% |
| CC(C)N(Cc1ccccc1)C(=O)COC(=O)c1cccc(Cl)c1Cl | -13% |
| COC(=O)/C(C#N)=C\c1ccc(OC(F)F)cc1OC(F)F | -30% |
| CCC(C)C(=O)Nc1nc(-c2c(C)[nH]c3ccccc23)cs1 (stereo not drawn) | -6% |
| Cc1ccc2c(=O)cc(C(=O)Nc3ccc(F)cc3)oc2c1 | -9% |
| COCCN1C(=O)c2cccn2CC1CNC(=O)c1ccccc1OC (stereo not drawn) | 12% |
| Cc1ncoc1C(=O)NCC1Cn2cccc2CN1Cc1ccccc1 (stereo not drawn) | 28µM* |
| COc1ccc(-c2nc(C3CC3)nc3c2CCN(CCC(C)C)CC3)cc1 | 79µM* |
| C[N+](C)(N)CCOCC[N+](C)(C)N | 17% |
| CCOC(=O)COc1ccc(CC)cc1C(=O)c1ccn2nc(-c3ccc(Cl)cc3)cc2n1 | -47% |

(continued)
| Structure | KDM5B inh |
| --- | --- |
| CC1=C(c2ccc(C)c(C)c2)S(=O)(=O)N(CC(=O)NCc2ccc3c(c2)OCO3)C1=O | -8% |
| Cc1ccc(NC(=O)c2nccnc2-c2nc3ccccc3s2)cc1Cl | -7% |
| Cc1ccc(-c2nc(Cn3nnc(-c4ccccc4C)n3)cs2)cc1 | -29% |
| Cc1ccc(-n2c(C3CCN(C(=O)CCC4CCCC4)CC3)n[nH]c2=O)cc1 | -11% |
| COc1ccc(CCNc2nc3c(-c4cccc(F)c4)nnn3c3ccccc23)cc1OC | -11% |
| CNc1c(NC(=O)C2CC(=O)N(c3ccccc3)C2)c(=O)oc2ccccc12 (stereo not drawn) | -19% |
| CC(C)CNC(=O)CC(c1cccc(F)c1)c1cn(C)c2ccccc12 (stereo not drawn) | -11% |
| Cc1c(C)n2c3c(=O)[nH]c(=O)n(C)c3nc2n1CCCN1CCN(C)CC1 | -4% |
| CCN(C(=O)Cn1c(=O)c2c(ncn2CC)n(Cc2ccccc2)c1=O)c1cccc2ccccc12 | 18% |
| O=C(NCC1CN(C(=O)Cc2ccc(Oc3ccccc3)cc2)CC12CN(c1ccccc1)C2)c1cccnc1 (stereo not drawn) | -24% |

(continued)
| Structure | KDM5B inh |
| --- | --- |
| Cc1cnc(CC2CCN(S(=O)(=O)c3cn(C)cn3)C2)n1Cc1ccccc1 (stereo not drawn) | -11% |
| O=C(NC[C@H]1O[C@H](Cc2cc(COc3ccccc3)on2)CC[C@@H]1O)c1ccc2c(c1)OCO2 | -30% |
| CN(C)c1ccc(C(=O)N[C@H]2CC(C)(C)[C@@H]3C[C@@](C)(O)CC[C@]23CCC(=O)NC2CC2)cc1 | 8% |
| CCc1nc2c(c(-c3ccc(O)cc3)n1)CCN(Cc1cccnc1)CC2 | 7% |
| Cc1ccc(C(=O)N2CC[C@H]3NC(=O)N(c4ccc(F)cc4)C(=O)[C@H]32)cc1 | -21%[86.2 µM] |
| CCN(CC)CCNC(=O)Cn1ncc2ccccc2c1=O | 4% |
| CC(C)(C)c1cc(Br)c(O)c(C(C)(C)C)c1 | 24% |
| CCOc1ccc(S(=O)(=O)NCCc2c(C)[nH]c3c(Cl)cccc23)cc1C | ? |
| CCOC(=O)CN1CCN(c2nc3c(c(=O)[nH]c(=O)n3C)n2Cc2ccccc2F)CC1 | 10% |
| COc1cccc(NC(=O)N(Cc2cn(C)c3ccccc23)C2CCCCCC2)c1 | ? |

The list goes on:
| Structure | KDM5B inh |
| --- | --- |
| O=C(c1ccc(C(F)(F)F)cc1)N1CCC2(CC1)CC(c1cccnc1)=NO2 | -17% |
| COc1ccccc1C(=O)N1CCc2nnc([C@@H]3C[C@@H](O)CN3C)n2CC1 | 13% |
| CC(=O)Nc1ccc(CN2CCC3(C2)NC(=O)c2ccccc2O3)cc1 (stereo not drawn) | -18% |
| Cc1nn(CC(=O)NC(C)(C)C)c(C)c1S(=O)(=O)N1CCC(C(=O)N2CCCC2)CC1 | 12% |
| NNC(=O)c1sc2nc(N3CCOCC3)c3c(c2c1N)CCCC3 | 48%[activator] |
| CCN1CCN(c2oc(COc3ccc(Cl)cc3Cl)nc2C#N)CC1 | 5% |
| COc1ccc(S(=O)(=O)c2c(Nc3ccc(C)cc3C)sc(C(=O)c3ccc(F)cc3)c2N)cc1 | ? |
| COCCOC(=O)C1=C(C)NC(=S)NC1c1ccc(OCC(=O)N2CC(C)OC(C)C2)c(OC)c1 (stereo not drawn) | -13% |
| CN(CC(=O)N1CCN(CCO)CC(O)C1)Cc1ccccc1F (stereo not drawn) | -37% |
| COc1ccc2oc(=O)c(-c3nc(-c4ccc(C)c(C)c4)cs3)cc2c1 | -9% |

Following part
| Structure | KDM5B inh |
| --- | --- |
| Fc1ccc(-n2ncc3c(NCCCc4ccccc4)ncnc32)cc1 | ? |
| COP(=O)(OC)c1nc(-c2cccc([N+](=O)[O-])c2)oc1NCc1ccc(C)cc1 | 5% |
| N#Cc1cccc(CN2CCc3c(n(Cc4cccnc4)n(CCc4ccccc4)c3=O)C2)c1 | ? |
| O=C(NCC(F)F)c1nc2sccn2c1Br | -6%[86.2 µM] |
| COCC(C)n1c(C)cc(C(=O)CSc2nc3nc(C)cc(C)n3n2)c1C (stereo not drawn) | 7% |
| COC[C@@H]1CN(C(=O)Cn2cc(C)cn2)C[C@H]1c1nc(C2CC2)no1 | -2% |
| COc1cc(CN(C(=O)COc2c(C)cccc2C)c2ccccn2)cc(OC)c1OC | 14% |
| CCCNC(=O)O[C@@H]1CC[C@]2(C)[C@H](CC[C@@H](O)[C@H]2CC(=O)N2CCCC2)[C@]1(C)CO | 22%[86.2 µM] |
| O=S(=O)(CCSc1nnc(-c2ccccc2)o1)c1ccc(Br)cc1 | 3% |

High-throughput results: PubChem, National Center for Advancing Translational Sciences (NCATS)
